# Screening results (PubChem BioAssay)
# HT1080-NT tox – qHTS for induction of synthetic lethality in tumor cells producing 2HG: qHTS for the HT-1080-NT fibrosarcoma cell line; Potency, µM (doses to about 46.1 µM), without a hit: top-dose activity, negative = less viability, most hits filed as cytotoxic; HT-1080-NT fibrosarcoma viability, CellTiter-Glo ATP luminescence, 48 h; 360,000 tested, 1.6% active;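 note: NT is the 2HG producing partner of a matched IDH1 knockdown line; potency is the fitted concentration of half-maximal effect; 0% = DMSO-treated cells and -100% = media-only wells without cells; nearly all actives have a fitted effect of over 55% in size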
#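 A 48-hour cytotoxicity screen used HT-1080-NT cells plated 2 hours before compound delivery. ATP-based CellTiter-Glo luminescence measured viability, normalized to DMSO and no-cell controls.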
# IL-1B inflam inh – qHTS for Inhibitors of Inflammasome Signaling: IL-1-beta AlphaLISA Primary Screen; THP-1 LPS/ATP IL-1B secretion, AlphaLISA, 16 h; stronger effect = lower value; activity change, % at 57.5 µM; 360,000 tested, 4.7% active; AID 743279, 2014; in the data active = activity change below about -50%; inconclusive = mostly about -30% to -49%; note: % is set by controls: 0 for no effect and ±100 for the full control effect
#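 Secreted IL-1B measured by AlphaLISA bead assay after 16 h compound exposure of THP-1 cells; compounds (final up to 57.5 uM) added 1 h before LPS (250 ng/mL) and ATP (1.25 mM) stimulation; lower signal means less secretion.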
# KB-3-1 cytotox – qHTS assay for MDR1-selective chemotherapeutics: Primary screen using the parental adenocarcinoma cell KB-3-1; KB-3-1 viability, CellTiter-Glo ATP luminescence, 72 h; Potency, µM (titrated, usually from 46.1 µM), without a hit: at the top dose activity change, negative = cytotoxic, usual class: cytotoxic; 400,000 tested, 1.4% active; AID 1347075, 2019; note: potency is the fitted concentration of half-maximal effect; % is set by controls: 0 for no effect and ±100 for the full control effect; nearly all actives have a fitted effect of over 60% in size
#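 Here the drug-naive KB-3-1 line serves as comparator for MDR sub-line selectivity; cells received compound titrations, 72 h at 37 °C, then CellTiter-Glo readout.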
# SW480 rereplic – A quantitative high throughput screen for small molecules that induce DNA re-replication in SW480 colon adenocarcinoma cells; SW480 DNA re-replication, Hoechst DNA content imaging, 48 h; Potency, µM (series often up to 46.1 µM), for inactives: at the top dose re-replication activation, usual class: activators; 340,000 tested, 1.8% active; note: potency is the fitted concentration of half-maximal effect; % of control where 0% means no effect; nearly all actives have a fitted effect of over 55% in size
#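 Treated cells incubate 48 hr (37 C, 5% CO2), are stained 40 min with Hoechst, and nuclear fluorescence is enumerated; a rise in nuclei with high DNA signal marks re-replication.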
# S2 tox – Viability Counterscreen for Primary qHTS for Inhibitors of ATXN expression; S2 cells (HEK-293 line with an ATXN2-luciferase reporter) viability, CellTiter-Fluor protease fluorescence, 24 h; Potency, µM (top dose mostly 56.7 µM), usual class: cytotoxic; 400,000 tested, 0.49% active; note: potency is the fitted concentration of half-maximal effect; nearly all actives have a fitted effect of over 40% in size
# ATXN2 expr inh – Primary qHTS for Inhibitors of ATXN expression; Potency, µM (top dose mostly 57 µM), for inactives: top-dose activity change, negative = inhibition, actives largely listed as inhibitors; HEK-293 ATXN2-luciferase reporter, luminescence, 24 h; 360,000 tested, 0.72% active; AID 1745845, 2022; note: potency is the fitted concentration of half-maximal effect; % is set by controls: 0 for no effect and ±100 for the full control effect; nearly all actives have a fitted effect of over 55% in size
#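 ATXN2-luciferase reporter cells (luciferase flanked by upstream and downstream ATXN2 gene portions) were treated 24 h at 37 °C with compounds at up to 57 uM. SteadyGlo luminescence gave expression; GF-AFC fluorescence gave viability.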
# MCF10A rereplic – A quantitative high throughput screen for small molecules that induce DNA re-replication in MCF 10a normal breast cells; MCF 10A DNA re-replication, Hoechst nuclear intensity, 48 h; Potency, µM (top dose mostly 46.1 µM), inactives show at the top dose activity, positive = re-replication, actives largely listed as activators; 350,000 tested, 2.9% active; AID 624296, 2012; note: potency is the fitted concentration of half-maximal effect; % of control where 0% means no effect; nearly all actives have a fitted effect of over 50% in size
# KB-V1 cytotox – qHTS assay for MDR1-selective chemotherapeutics: Primary screen using the drug-selected MDR subline cells KB-V1; KB-V1 MDR cells viability, CellTiter-Glo, 72 h; Potency, µM (top dose mostly 46.1 µM), inactives show at the top dose activity change, negative = cytotoxicity, most hits filed as cytotoxic; 400,000 tested, 3.4% active; AID 1347076, 2019; note: potency is the fitted concentration of half-maximal effect; % is set by controls: 0 for no effect and ±100 for the full control effect; nearly all actives have a fitted effect of over 60% in size
#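 Readout: CellTiter-Glo luminescence, 10 min after addition. Cells: KB-V1 MDR subline, 72 h at 37 degrees C with compound. Analysis: corrected, normalized data fitted to concentration-effect curves.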
# HT1080 IDH1KD tx – qHTS for induction of synthetic lethality in tumor cells producing 2HG: qHTS for the HT-1080-IDH1KD cell line | 360,000 tested, 2% active | HT-1080 IDH1 knockdown viability, ATP luminescence, 48 h | Potency, µM (top dose mostly 46.1 µM), for the others: at the top dose activity, negative = toxicity, hits mostly cytotoxic;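 note: potency is the fitted concentration of half-maximal effect; 0% = DMSO wells and -100% = cell-free medium wells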
#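 CellTiter-Glo luminescence after 48 h compound exposure at 37 degrees C of IDH1-knockdown HT-1080 cells in 5% FBS RPMI. %Activity scaled between DMSO wells and cell-free media wells, with curves fitted and assigned curve classes.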
# * hit, by the source's call; i = inactive; u = inconclusive; x = no result given; & = joins results of further samples; [ ] = dose if it differs, or a comment. Unless noted, calls come from the whole dose curve; as a rule, active = well fitted curve in the direction sought with a large enough effect; inconclusive = small, poorly fitted or top-dose-only effect, or another doubt; inactive = no such curve, though single readings can be large; an effect the other way counts as inactive or inconclusive.
SMILES,HT1080-NT tox,IL-1B inflam inh,KB-3-1 cytotox,SW480 rereplic,S2 tox,ATXN2 expr inh,MCF10A rereplic,KB-V1 cytotox,HT1080 IDH1KD tx
CCn1c(=O)c2[nH]c(SC)nc2n(CC)c1=O,0.1%,12.1,13.6%,x,i,x,x,9.9%,-5.9%
COc1ccc(Cl)cc1NC(=O)CN(C)S(=O)(=O)c1cccs1,-14.4%,14.5,-8.1%,-1.9%,i,-36.6%,-2.3%,-17.8%,-12.9%
COc1ccc(NC(=O)C/C(C)=N/NC(=O)CCc2ccccc2)c(OC)c1,-13.5%,17.5,-1.2%,-8.5%,i,-17.1%,-8.9%,-0.4%,-0.3%
CC(C)(C)n1nnnc1C(c1ccc(Cl)cc1)N1CCSCC1 (configuration not stated),8.7%,-29.7,-17.7%,13.3%,i,-6.0%,5.4%,u,3.6%
Cc1cc(C)n(-c2nc3ccccc3c(=O)n2OCCOc2ccccc2)n1,u,12.1,1.4%,u,i,-6.2%,23.2%,-5.6%,16.1%
CC(=O)Nc1ccc(OCCOCCOc2ccc(NC(C)=O)cc2)cc1,x,x,x,-1.9%,i,-6.7%,0.3%,x,x
COC(=O)[C@]1(C)N[C@H](CN(C)C(C)=O)[C@@H]2C(=O)N(C)C(=O)[C@@H]21,17.2%,11.9,16.7%,-1.9%,i,10.4%,-5.5%,12.8%,10.6%
CNCCOc1ccccc1OC(C)C,14.0%,14.9,-7.7%,-2.9%,i,-17.7%,-2.0%,0.8%,-2.6%
CC(O)C(NC(=O)OCc1ccccc1)C(=O)NCC(=O)NCC(=O)OCc1ccccc1 (configuration not stated),6.4%,6.4,0.0%,x,i,-12.3%,x,3.6%,-2.3%
CC(=O)c1cccc(-c2cnc3c(NC=O)cc(-c4ccc(C(=O)N5CCOCC5)cc4)cn23)c1,u,52.2,5.8%,x,i,-5.3%,x,-23.9%,-29.4%
Clc1ccc(-n2cccc2/C=N/n2cnnc2)cc1,5.6%,0.0,14.7%,-3.5%,u,1.8%,-5.8%,-3.2%,7.1%
CC(C)CCOCC1CC2(CC(C)(c3csc(N)n3)OC2=O)C(=O)O1 (configuration not stated),7.0%,22.4,-7.6%,0.7%[9.22 µM],i,-6.6%,21.6%,-13.6%,2.0%
Cn1cc(C(=O)N/N=C/C2=C(N3CCOCC3)C(=C/c3ccc([N+](=O)[O-])cc3)/CC2)ccc1=O,-4.9%,1.0,11.3%,-5.6%,i,-1.8%,-3.4%,-1.6%,-3.0%
CC(C)(NC(=O)N1CCOCC1)c1cccc(C(C)(C)NC(=O)N2CCOCC2)c1,-0.9%,9.5,-0.5%,-9.8%,i,6.4%,-0.7%,1.9%,-0.3%
CN(C(=O)COC(=O)COc1ccc(Cl)cc1Cl)c1c(N)n(Cc2ccccc2)c(=O)[nH]c1=O,1.2%,10.5,-4.5%,0.1%,i,0.5%,-5.6%,-3.7%,4.8%
COc1cc2c(cc1OC)CN(Cc1cc(OC)c(O)c(OC)c1)CC2,-0.3%,6.6,-0.2%,-3.1%,i,-5.1%,-8.4%,18.9%,7.4%
COc1cc(-n2nnnc2SCC(=O)N2CCN(c3ccc(F)cc3)CC2)c(OC)cc1Cl,-12.5%,-7.0,-0.6%,-5.8%,u,-28.8%,7.2%,-5.6%,-9.8%
CN(C)S(=O)(=O)N1CCN(C(=O)N(c2ccccc2)c2ccccc2)CC1,0.6%,-7.0,-15.5%,9.0%,i,-3.8%,-7.6%,u,-0.2%
CC(C)(C)c1ccc(C(=O)Nc2ccc(-c3nc4ccccc4o3)c(O)c2)cc1,x,x,u,x,i,9.0%,x,27.9%,x
CC(=O)C1=C(C)NC(SCc2cccc3ccccc23)=C(C#N)C1c1ccco1 (configuration not stated),4.5%,-2.9,0.1%,5.4%,i,-6.5%,u,-6.9%,0.4%
COc1ccc(C(=O)N/C(=C\c2cccs2)C(=O)N2CCN(C)CC2)cc1OC,-2.1%,-5.8,0.3%,-1.4%,i,0.6%,-7.2%,9.8%,8.1%
COc1ccc(C2/C=C\CN(C(=O)c3ccc(C)cc3)CC(=O)N2Cc2ccc(F)cc2)cc1 (configuration not stated),-1.8%,7.0,-12.8%,u,i,-2.9%,u,-4.2%,-10.4%
C=CCn1cccc(C(=O)Nc2cc(OC)c(OC)c(OC)c2)c1=O,16.3%,-10.8,0.7%,-9.3%,i,-5.4%[11.3 µM],9.0%,u,23.6%
CCOc1ccc2oc(C(=O)Nc3ccc(C)cn3)c(C)c2c1,3.0%,28.6,-0.3%,x,u,x,x,12.4%,8.5%
COC(=O)c1ccccc1NC(=O)CCc1ccccc1,12.1%,11.8,10.4%,-4.4%,i,-16.0%,11.4%,-0.7%,13.9%

# An excerpt from above in order of count of non-hydrogen atoms, ascending:
SMILES,HT1080-NT tox,IL-1B inflam inh,KB-3-1 cytotox,SW480 rereplic,S2 tox,ATXN2 expr inh,MCF10A rereplic,KB-V1 cytotox,HT1080 IDH1KD tx
Clc1ccc(-n2cccc2/C=N/n2cnnc2)cc1,5.6%,0.0,14.7%,-3.5%,u,1.8%,-5.8%,-3.2%,7.1%
COC(=O)c1ccccc1NC(=O)CCc1ccccc1,12.1%,11.8,10.4%,-4.4%,i,-16.0%,11.4%,-0.7%,13.9%
CC(C)CCOCC1CC2(CC(C)(c3csc(N)n3)OC2=O)C(=O)O1 (configuration not stated),7.0%,22.4,-7.6%,0.7%[9.22 µM],i,-6.6%,21.6%,-13.6%,2.0%
COc1ccc(NC(=O)C/C(C)=N/NC(=O)CCc2ccccc2)c(OC)c1,-13.5%,17.5,-1.2%,-8.5%,i,-17.1%,-8.9%,-0.4%,-0.3%
CC(C)(NC(=O)N1CCOCC1)c1cccc(C(C)(C)NC(=O)N2CCOCC2)c1,-0.9%,9.5,-0.5%,-9.8%,i,6.4%,-0.7%,1.9%,-0.3%

# Next part.
SMILES,HT1080-NT tox,IL-1B inflam inh,KB-3-1 cytotox,SW480 rereplic,S2 tox,ATXN2 expr inh,MCF10A rereplic,KB-V1 cytotox,HT1080 IDH1KD tx
CC(C)CC(NC(=O)OC(C)(C)C)C(=O)NC(C(=O)NC(C)C(N)=O)C(C)C (configuration not stated),2.0%,38.6,1.0%,1.2%,i,-5.4%,1.0%,0.7%,10.7%
CCc1ccc(Oc2nc3c(C)cccn3c(=O)c2/C=C(\C#N)c2nc3ccccc3s2)cc1,x,x,13.4%,x,i,3.1%,x,14.1%,x
CCC(=O)N1CCN(c2ccc(Cl)cc2NC(=O)c2ccc(N3CCCC3)c([N+](=O)[O-])c2)CC1,5.7%[9.24 µM],-51.5*,0.3%,-5.1%,i,-13.6%,4.5%,13.1%,6.9%
COc1cc(NC(=O)c2cccc(Cl)c2)c(OC)cc1NC(=O)CN1CCCCC1,u,-78.7*,15.1%,13.6%,i,5.1%,u,16.7%,u
COc1cc(/C=N\NC(=O)C2CC3C=CC2C3)ccc1O (configuration not stated),-1.0%,0.0,-1.5%,-4.2%,i,-6.5%,5.1%,u,6.2%
CCOC(=O)c1c(C)[nH]c(NC(=O)Nc2ccc(NC(C)=O)cc2)c1C,19.7%,11.2,6.2%,-23.8%,i,-2.0%,-4.6%,27.4%,17.3%
C[C@H]1COC(=O)[C@@H](Cc2ccc(F)cc2)CC/C=C\C[C@H](CC(=O)NCCO)C(=O)N1,-0.7%,-17.9,-6.8%,-15.2%,i,-9.5%,-5.3%,-7.8%,0.1%
COc1ccccc1C(=O)NCC(=O)N/N=C/c1ccncc1,14.9%,10.2,11.3%,5.0%,i,4.1%,0.0%,2.5%,19.7%
CCCCN(CC)CCCNC(=O)c1cc2c(=O)[nH]c3ccccc3c2s1,u,-73.2*,u,5.1%,i,1.6%&-23.5%,-1.3%,11.1%&-18.9%,u
Cc1occc1-c1nnc(SCC(=O)NCCc2ccccc2)n1C(C)c1ccccc1 (configuration not stated),-0.9%,-27.1,u,11.1%,i,2.6%,-0.6%,u,-1.0%
O=C(NCCOC(=O)c1ccc(S(=O)(=O)N2CCOCC2)cc1)c1cccnc1,18.6%,18.8,8.3%,0.6%,i,-4.2%,3.6%,4.5%,9.2%
COc1ccc(CN2CCC(n3nccc3NC(=O)C3CCCC3)CC2)c(OC)c1,-1.6%,-6.6,x,29.9%,i,-14.9%,0.4%,x,-1.1%
Cc1nc(CS(=O)(=O)c2ccc(Cl)cc2)sc1C(=O)O,15.7%,7.9,0.7%,-135.9%[inhibitor],i,0.8%,-0.8%,11.4%,6.7%
COc1ccc(Cl)cc1NC(=O)Cn1cc(C(=O)c2ccc(C)cc2)c(=O)c2ccc(C)nc21,x,x,-4.3%,x,i,-4.8%,x,2.0%,x
O=C(NCCS(=O)(=O)N1CCCCC1)c1ccccc1,-6.7%,-9.8,0.0%,-2.8%,i,2.6%,u,1.5%,-1.5%
COCCN(C(=O)COC(=O)CCc1ccccc1)c1c(N)n(Cc2ccccc2)c(=O)[nH]c1=O,4.1%,-1.4,-1.7%,4.2%,i,0.3%,-3.4%,6.8%,2.7%
Cc1nc(-c2cccc(S(=O)(=O)N3CCC(C(=O)NCc4ccccc4)CC3)c2)no1,x,x,-16.0%,x,i,-4.9%,x,-3.4%,x
N#CCCn1cc(C(=O)Nc2ccc(C(=O)O)cc2)c(-c2cccs2)n1,12.7%,-2.1,-0.9%,-26.3%,i,x,0.0%,2.6%,10.4%
COc1cc(OC)cc(C(=O)N[C@H](C(=O)Nc2ccccc2N2CCOCC2)C(C)C)c1,3.5%,-1.1,10.6%,u,i,-6.3%,13.2%,-3.2%,-1.2%
